Cneo AK release = causes C. neoformans cell lysis; lysis activity, % at 15 µM; 0.2% of 360,000 active; adenylate kinase release luminescence, 4 h; normalised: neutral wells 0, clomiphene wells 100; AID 651654;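 active = mean lysis activity across replicates of at least 80%, whatever share of replicates individually reach that level; inactive = mean lysis activity below 80%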
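Test system: log-phase Cryptococcus neoformans yeast cells; Quantity: yeast cell density of 5 × 10^6 cells/mL; Buffer or medium: YPD; Doses: single compound concentration per well; Timing: 4 h at 37 °C static, read 1 h later; Measured by: AK luminescence; Read-out basis: lysis from increased AK signal; Control set: Clomiphene as positive control.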
SIRT5 block = inhibitors of human sirtuin-5 desuccinylase. Q9NXA8. Purified SirT5, succinyl-peptide AMC, trypsin-coupled fluorescence. inhibition, % at 15 µM. 1.1% of 330,000 active. AID 652115; in the data active = inhibition above about 15%
Target sequence (Q9NXA8 whole entry, looked up): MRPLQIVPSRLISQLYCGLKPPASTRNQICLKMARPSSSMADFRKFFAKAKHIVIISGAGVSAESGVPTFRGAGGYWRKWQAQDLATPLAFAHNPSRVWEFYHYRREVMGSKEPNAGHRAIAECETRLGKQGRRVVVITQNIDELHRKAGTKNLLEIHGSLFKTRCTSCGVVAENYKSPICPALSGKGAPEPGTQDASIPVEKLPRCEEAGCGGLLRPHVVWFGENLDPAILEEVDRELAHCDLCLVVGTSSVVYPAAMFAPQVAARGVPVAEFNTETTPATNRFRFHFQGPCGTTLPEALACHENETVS
S100A4 inh HTS = S100A4-myosin IIA interaction inhibition; P26447; S100A4/TAMRA-MyoIIA peptide fluorescence polarization; inhibition, % at 10.7 µM; 0.14% of 360,000 active; AID 652163;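 active = mean inhibition of at least 70% across replicates, with every replicate also reaching that level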
Target sequence (P26447 whole entry, looked up): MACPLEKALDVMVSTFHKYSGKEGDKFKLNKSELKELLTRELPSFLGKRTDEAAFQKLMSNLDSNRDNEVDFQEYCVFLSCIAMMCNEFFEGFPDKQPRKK
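Material: S100A4 monomer protein | Medium: HEPES pH 7.2 with CaCl2, KCl, NaCl, DTT, Triton | Reagent: Labelled myosin peptide probe, 5 nM | Doses: One dose per compound | Times: 5 min incubation before reading | Benchmarks: Neutral control DMSO, positive control TFP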
PGC1a acetyl inh = lowers PGC1a acetylation signal in U2OS cells | AlphaScreen anti-acetyl-lysine; with virally co-expressed GCN5 acetyltransferase | inhibition, % at 15.6 µM | 0.17% of 350,000 active | AID 651687;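 active = every replicate shows inhibition of at least 40%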;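 also: 0% = neutral control wells and 100% = positive control wells; some results beyond the cut were filed as inactive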
Xi reactivation = reactivates the inactive X chromosome in mouse fibroblasts | XiGFP mouse fibroblasts, % GFP-positive cells imaging, 3 d; cells co-treated with 5-aza-dC sensitizer; scaled so ellipticine positive control = 100% | activation, % at 7.58 µM | 0.055% of 360,000 active;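 active = mean normalized replicate activation at least 10% and every replicate at or above 10%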;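 also: 0% = median of on-plate neutral control wells and 100% = ellipticine 6 µM median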
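material = 68-5-11 XiGFP fibroblast line | medium = DMEM plus 5-aza-dC sensitizer | schedule = 3 days compound exposure | benchmarks = positive control ellipticine, 6 µM final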
Statin myotox sup = protects C2C12 myotubes from simvastatin toxicity; ATP luminescence, 48 h; scaled: DMSO 0, geranylgeraniol control 100; rescue of ATP level, % at 7.49 µM; 0.78% of 330,000 active;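 active = mean ATP rescue above about 67%, or every replicate alone reaching that limit, limit read from the data, passing the limit was not always enough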;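 also: myotubes were challenged with 10 µM simvastatin during compound exposure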
ERAP1 HTS inh = blocks human ERAP1 aminopeptidase activity | inhibition, % at 10.7 µM | recombinant ERAP1, Leu-AMC fluorescence, 60 min | Q9NZ08 | 0.15% of 340,000 active;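 active = mean replicate inhibition of at least 30%, or all replicates individually reaching that 30% level; inactive = mean below 30% and not every replicate reaching it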;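 also: 0% = neutral control wells and 100% = L-leucinethiol positive control wells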
LGR2 inh = blocks bursicon-induced cAMP signaling via Drosophila LGR2; 0.35% of 380,000 active; inhibition, % at 9.99 µM; HEK293 LGR2, CRE-luciferase, bursicon-stimulated, 4 h; AID 720647;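 active = drop in luminescence signal, shown as inhibition above about 50% in the replicate tests, limit read from the data, passing the limit was not always enough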;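 also: agonist challenge used bursicon conditioned medium at about half maximal strength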
An asterisk follows results filed as active; . = no result given.

SMILES	Cneo AK release	SIRT5 block	S100A4 inh HTS	PGC1a acetyl inh	Xi reactivation	Statin myotox sup	ERAP1 HTS inh	LGR2 inh
CC1CCN(c2ccc(C(=O)Nc3ccc4c(c3)OCO4)cc2[N+](=O)[O-])CC1	.	-3	-7	.	0.0	.	-4	10
CC(C)NC(=O)N(C)C[C@H]1OCCCC[C@@H](C)Oc2ccc(NC(=O)Nc3ccccc3)cc2C(=O)N([C@H](C)CO)C[C@@H]1C	-1	3	6	2	-0.1	.	-3	-10
COc1ccc(-c2sc3cc(OC)ccc3c2-c2ccc(OCCN3CCOCC3)cc2)cc1	2	-5	0	-6	-0.1	8	-1	4
CCOC(=O)c1sc2nc(OCCN3CCOCC3)cc(C)c2c1N	.	17*	-6	.	0.3	.	1	-39
CCC(C)(C)c1ccc(OC(=O)c2cccnc2Cl)cc1	-2	-5	-16	2	0.2	4	-2	-31
O=C(Cc1ccccc1)NC1CCN(C(=O)c2ccc([N+](=O)[O-])cc2)CC1	-1	-4	-6	0	0.0	-2	-1	-3
COc1ccc2c3c([nH]c2c1)[C@@H](CO)N(S(C)(=O)=O)CC31CN(C(=O)c2ccncc2)C1	.	.	8	5	0.1	.	-1	-11
Cc1ccc(C)c(NC(=O)CCN2C(=O)C3CC=CCC3C2=O)c1 (stereo not drawn)	10	-2	2	8	0.0	2	-1	-6
CO[C@H]1CN(C)C(=O)c2ccc(NS(=O)(=O)c3cn(C)cn3)cc2OC[C@@H](C)NC[C@H]1C	.	-4	-56	6	0.3	.	3	-15
COc1ccccc1NS(=O)(=O)c1ccc(-c2cc(C)no2)s1	0	-2	-1	-5	0.0	-37	-2	2
Cc1csc(=O)n1CC(=O)OCc1nnc(-c2ccc([N+](=O)[O-])cc2)o1	-3	0	0	-1	0.0	-1	0	2
C=CCSc1nnc(-c2c[nH]c3ccccc23)n1CC	0	2	2	5	0.0	1	2	-6
COc1ccccc1CN1C[C@H](C)[C@@H](OC)CN(C)C(=O)c2cc(NC(C)=O)ccc2OC[C@H]1C	52	1	-8	0	4.9	-7	.	6
Cc1cc(Cn2nc(C(=O)NCc3cccc(C(F)(F)F)c3)cc2-c2ccccc2)on1	0	-3	9	-78	0.0	12	2	16
COCC(=O)N1C[C@H]2[C@@H](c3ccccc31)[C@H](CO)N2C(=O)C1CCOCC1	-1	2	-1	-1	0.1	-8	-4	3
CC(=O)N1CCC(C(=O)Nc2nc(-c3ccccc3)ns2)CC1	-4	.	.	2	.	-6	.	9
CCc1ccc(NC(=S)N(CCCN2CCOCC2)Cc2ccco2)cc1	.	0	4	.	-0.1	.	-2	0
NC(c1csc(Nc2ncccn2)n1)c1ccccc1Cl (stereo not drawn)	0	0	-1	-17	0.0	13	1	1
CN1CCN(C(=O)C[C@H]2C=C[C@@H](NC(=O)Cc3ccccn3)[C@@H](CO)O2)CC1	0	-4	18	4	-0.1	-8	3	-21
CCn1cc(Cl)c(C(=O)Nc2ccc3c(c2)OCCO3)n1	.	.	2	-10	0.2	.	-1	13
NC(=O)CCCn1c(C(=O)c2cc(Cl)c(N)c(Cl)c2)c2ccc([N+](=O)[O-])cc2[n+]1[O-]	0	.	13	-3	0.0	19	2	0
Cc1ccc(S(=O)(=O)Nc2ccc3c(c2)CC(=O)N([C@H](C)CO)C[C@H](C)[C@@H](CN(C)S(=O)(=O)c2ccc(C)cc2)O3)cc1	0	-1	7	-2	0.2	64	-1	-1
COc1ccc(NC(=O)c2cc(S(=O)(=O)N3CCCC3)ccc2C)cn1	1	-3	0	-12	0.1	-12	6	11
Cc1cc(C)nc(N/N=C/c2ccc3c(c2)OCCO3)n1	2	1	2	6	0.0	1	-3	-5
C[C@@H]1CN([C@@H](C)CO)C(=O)c2cc(NS(=O)(=O)c3ccccc3)ccc2O[C@@H]1CN(C)S(=O)(=O)c1ccccc1	2	2	8	-14	0.0	-15	-1	-8
CC1=C(C(=O)OCC2CCCO2)C(c2ccc(F)cc2)NC(=O)N1 (stereo not drawn)	5	-2	5	.	0.1	19	4	.
CNC[C@@H]1Oc2ccc(NC(=O)CCN3CCOCC3)cc2C(=O)N([C@H](C)CO)C[C@@H]1C	-5	-2	-5	10	-1.1	-19	1	-11
CCCCc1c(-c2ccccc2OC)ncn1Cc1cccc(OC)c1	.	.	0	.	-0.1	.	1	10
C[C@@H]1CCCCO[C@H](CN(C)C(=O)Nc2ccccc2)[C@H](C)CN([C@H](C)CO)C(=O)c2cc(NC(=O)c3ccccc3)ccc2O1	5	-3	-44	-24	0.4	.	2	13
Cc1ccc(C(=O)NCCNS(C)(=O)=O)cc1	0	-1	-11	.	0.0	-11	-3	-10
CC(NC(=O)c1ccc(NC2=NC3CS(=O)(=O)CC3S2)cc1)c1ccccc1 (stereo not drawn)	0	-10	1	-2	-0.1	26	8	-4
COc1ccc(N2CCN(CCCNC(=O)Cn3c(=O)c4cccn4c4cccnc43)CC2)cc1	-2	-2	2	10	0.1	5	-6	-7
C[C@H]1CN([C@@H](C)CO)S(=O)(=O)c2ccc(-c3ccccc3)cc2O[C@@H]1CN(C)C(=O)c1ccccc1F	.	.	.	0	-1.1	-7	.	7
Cc1ccc(Cn2c(=N)c(C(=O)NC3CCCCC3)cc3c(=O)n4ccccc4nc32)cc1	1	0	-5	-6	0.0	1	-6	-1
COc1ccc2nc(NC(=O)CSc3nnnn3C)sc2c1	.	1	-5	-5	0.0	.	-1	-57
COc1ccc(OC)c(S(=O)(=O)NC2CC(=O)N(c3ccc(C)c(C)c3)C2)c1 (stereo not drawn)	1	-3	-3	.	0.2	.	1	6
O=C(Nc1nnc(-c2ccccc2)s1)c1ccccc1F	3	0	-4	10	0.2	-5	2	-80
COC(=O)c1cn(CC(=O)N2CCOCC2)nn1	3	0	6	2	.	.	1	.
Cc1ccc(/C=C2\SC(=S)N(CCC(=O)N3CCOCC3)C2=O)cc1	1	-2	-10	5	0.3	41	0	6
CCn1c(O)c(N=NC(=O)c2cccc(S(=O)(=O)N3CCCCC3)c2)c2ccccc21	.	2	1	.	-0.1	.	1	22

Quoted at random: 2 compounds from above, in no set order.
SMILES	Cneo AK release	SIRT5 block	S100A4 inh HTS	PGC1a acetyl inh	Xi reactivation	Statin myotox sup	ERAP1 HTS inh	LGR2 inh
COc1ccc(OC)c(S(=O)(=O)NC2CC(=O)N(c3ccc(C)c(C)c3)C2)c1 (stereo not drawn)	1	-3	-3	.	0.2	.	1	6
CC1=C(C(=O)OCC2CCCO2)C(c2ccc(F)cc2)NC(=O)N1 (stereo not drawn)	5	-2	5	.	0.1	19	4	.

(more compounds)
SMILES	Cneo AK release	SIRT5 block	S100A4 inh HTS	PGC1a acetyl inh	Xi reactivation	Statin myotox sup	ERAP1 HTS inh	LGR2 inh
O=S(=O)(c1ccc(NC(=S)NN=C(C2CC2)C2CC2)cc1)N1CCOCC1	.	7	-3	1	0.2	.	5	0
Cc1ccc(C)c(S(=O)(=O)N2CCN(C(=O)CSc3ccccc3F)CC2)c1	-2	0	0	.	0.0	10	1	1
N#C[C@H]1[C@H](c2ccc(C#Cc3ccccc3F)cc2)[C@@H](CO)N1C(=O)C1CC1	0	.	-22	-3	0.3	-10	-2	3
O=C1NC(Cc2ccc(Cl)cc2)COCc2cnnn2CCC1c1ccccc1 (stereo not drawn)	0	4	90*	.	0.0	.	0	11
Cc1cc(OCC(=O)Nc2cccc(S(=O)(=O)N3CCCC3)c2)ccc1Cl	-6	-1	-1	.	0.0	9	-2	21
CCCCCCN1CC(O)=C(c2nc3ccccc3[nH]2)C1=N	2	0	-8	-6	.	-20	2	-4
C[C@@H]1CN([C@@H](C)CO)S(=O)(=O)c2ccc(-c3cncnc3)cc2O[C@H]1CN(C)C(=O)c1ccc2c(c1)OCO2	-4	-4	4	-14	0.5	-7	-1	-12
Cc1cccc(C)c1NC(=O)C(C1CC1)n1c(=O)c(-c2ccccc2)nc2ccccc21 (stereo not drawn)	.	3	2	.	0.1	.	-1	-3
CC(CNC(=O)C1CCCCC1)NC(=O)C1CCCCC1 (stereo not drawn)	.	-5	-2	.	.	4	0	0
CCCc1c(C(=O)OCC)[nH]c2c1C(=O)CCC2	1	29*	11	.	0.3	-2	1	0
COCC(=O)N(C)C[C@@H]1Oc2ncc(Br)cc2C(=O)N([C@H](C)CO)C[C@H]1C	0	-4	-3	8	-0.3	0	1	-3
Cc1ccc2c(c1)cc(C(=O)N1CCN(c3ccccn3)CC1)n2C	1	-5	-24	3	0.1	3	-2	-2
CC(=O)N(C)c1ccc(NC(=S)Nc2cccc3ccccc23)cc1	.	6	-6	.	0.0	.	-2	3
CN1C(=O)NC(c2ccccc2[N+](=O)[O-])C2=C1CC(C)(C)CC2=O (stereo not drawn)	.	0	-3	.	0.0	5	2	10
COc1ccccc1CNC(=O)c1nccnc1CO	1	-1	0	-1	0.1	6	1	8
Cc1ccc2c(=O)n3c(nc2c1)C(Cc1ccc(O)cc1)NC(=O)c1ccc(Cl)cc1-3 (stereo not drawn)	.	-4	-5	.	0.0	.	4	10
Cc1cccc2sc(N(CCCN(C)C)C(=O)c3ccc4ncsc4c3)nc12	1	-2	-3	.	0.0	-3	76*	-21
O=C(Nc1ccc2c(c1)[C@@H]1C[C@H](CC(=O)N3CCc4ccccc4C3)O[C@H](CO)[C@@H]1O2)C1CCOCC1	11	-6	-11	-4	0.0	6	1	3
C[C@H](CO)N1C[C@H](C)[C@H](CN(C)C(=O)Cc2ccncc2)Oc2cc(-c3cncnc3)ccc2S1(=O)=O	-4	-1	-6	0	0.1	21	-3	-1
COc1ccccc1NC(=O)COC(=O)c1oc2ccccc2c1C	0	-2	7	-6	0.0	.	0	0
C[C@H]1CN([C@@H](C)CO)C(=O)c2cccc(NC(=O)CCCCCC(=O)Nc3ccccc3N)c2O[C@H]1CN(C)Cc1ccc(Oc2ccccc2)cc1	.	8	-6	6	0.3	.	-1	-7
Cc1c(/C(O)=C2\C(=O)C(=O)N(CCCN(C)C)C2c2cccs2)cnn1-c1ccccc1 (stereo not drawn)	.	-5	-8	7	0.3	.	-1	3
Cc1cccc(NC(=O)COc2ccccc2)c1	-4	0	9	5	.	1	-2	-46
CC(C)c1ccc(S(=O)(=O)N2CCN(CC(=O)Nc3ccc(Cl)cc3F)CC2)cc1	-3	-1	-6	-3	0.2	13	-3	6
COc1ccc(S(=O)(=O)N(C)C[C@H]2Oc3c(NC(=O)Nc4ccc5c(c4)OCO5)cccc3C(=O)N([C@@H](C)CO)C[C@@H]2C)cc1	-4	0	-6	7	0.0	.	2	-4
CCOC(=O)C1=CC[C@@H](c2ccc(OC)cc2)[C@@H]1C(=O)c1ccccc1	-5	-3	-3	5	.	.	-1	.
Cc1cccc(-c2ncc(CN3CCN(C4CCCC4)C(CCO)C3)cn2)c1 (stereo not drawn)	.	-1	-3	3	0.0	8	-8	-8

An excerpt of these results, as a markdown table:
| smiles | Cneo AK release | SIRT5 block | S100A4 inh HTS | PGC1a acetyl inh | Xi reactivation | Statin myotox sup | ERAP1 HTS inh | LGR2 inh |
| --- | --- | --- | --- | --- | --- | --- | --- | --- |
| COc1ccc(S(=O)(=O)N(C)C[C@H]2Oc3c(NC(=O)Nc4ccc5c(c4)OCO5)cccc3C(=O)N([C@@H](C)CO)C[C@@H]2C)cc1 | -4 | 0 | -6 | 7 | 0.0 | . | 2 | -4 |
| Cc1c(/C(O)=C2\C(=O)C(=O)N(CCCN(C)C)C2c2cccs2)cnn1-c1ccccc1 (stereo not drawn) | . | -5 | -8 | 7 | 0.3 | . | -1 | 3 |
| Cc1cccc(NC(=O)COc2ccccc2)c1 | -4 | 0 | 9 | 5 | . | 1 | -2 | -46 |

This is a subset (hit frequency here may not be typical).
